Screening results from PubChem BioAssay.
PV pol inh = inhibitors of poliovirus RNA polymerase binding and polymerization; P03300; poliovirus polymerase elongation, fluorescence polarization; stronger effect = lower value; % elongation, % (compound at 16.7 µg/mL); 150,000 compounds, 0.66% hits; in the data active means % elongation below about 90%; further: some results filed as inactive read as strong as hits
Target sequence (P03300 1749-2209 limits assumed): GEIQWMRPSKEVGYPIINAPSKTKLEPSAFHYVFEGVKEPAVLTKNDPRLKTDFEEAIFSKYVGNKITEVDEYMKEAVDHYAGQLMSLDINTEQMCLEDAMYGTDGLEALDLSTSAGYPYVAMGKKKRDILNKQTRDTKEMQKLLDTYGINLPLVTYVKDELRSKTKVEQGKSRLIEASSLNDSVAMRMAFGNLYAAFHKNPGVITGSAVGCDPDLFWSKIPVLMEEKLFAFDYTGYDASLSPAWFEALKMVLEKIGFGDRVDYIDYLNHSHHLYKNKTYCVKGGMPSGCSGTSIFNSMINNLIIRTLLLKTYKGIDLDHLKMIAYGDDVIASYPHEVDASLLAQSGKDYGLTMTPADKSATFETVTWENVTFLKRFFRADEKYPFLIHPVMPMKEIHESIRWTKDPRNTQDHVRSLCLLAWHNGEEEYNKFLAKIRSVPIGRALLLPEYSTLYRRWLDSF
PV pol inh FP z-score = second read-out of PV pol inh, no call of its own (marks repeat the call); z-score; measured here: FP z-score; hits read low
* hit, by the source's call. An excerpt. The share of hits here may be higher or lower than overall.

SMILES	PV pol inh	PV pol inh FP z-score
Cc1ccc(Cl)cc1N1CCN(C(=O)c2ccc3c(=O)n4nc(Nc5ccccc5)sc4nc3c2)CC1	100.0	-0.2
COc1ccccc1OCC(=O)Nc1cc(-c2ccc(C)cc2)no1	106.0	-0.4
CCOC(=O)c1[nH]nc(N)c1-c1cccc(OC)c1	100.0	-0.6
CCOC(=O)c1oc(-c2ccc(F)cc2)nc1C	100.0	0
COc1ccc2c(c1)c(C(=O)O)c(C)n2-c1ccccc1	105.0	0.7
CCOC(=O)c1c(C)sc(-c2c(-c3ccccc3)[nH]c3[nH]c(=O)[nH]c(=O)c23)c1O	127.0	1.6
CCCCN(C)C(=O)C1CCC(=O)N(c2cc(OC)c(OC)c(OC)c2)C1c1ccc(OC)cc1 (stereo unspecified)	100.0	0
O=C1CN(C(=O)c2ccccc2)C(=S)N1	103.0	0.3
CCOc1ccc(CCNC(=O)CCc2cn(Cc3ccc(F)cc3)c3ccccc23)cc1	102.0	-0.9
COc1ccc(CNC(=O)c2oc3ccccc3c2C)cc1	108.0	0.8
COc1ccc(CCNC(=O)Cn2c(=O)cc(C(F)(F)F)c3c(C)nn(C)c32)cc1OC	106.0	0
COc1cc(C(CC(=O)Nc2cc(C)ccn2)N2Cc3ccccc3C2=O)cc(OC)c1OC (stereo unspecified)	114.0	1.2
CN(Cc1ccccc1)C(=O)COC(=O)c1ccc2ccccc2n1	101.0	-0.4
CC(=O)Nc1ccc(NC(=O)CCC(=O)c2ccc(C)cc2)cc1	107.0	0.4
O=C(O)c1cc(C(=O)O)c(-c2ccccc2)c(C(=O)O)c1	99.0	0
CCOc1ccc(C2C(C(=O)Nc3cc(C)on3)c3ccccc3C(=O)N2CCN2CCOCC2)cc1 (stereo unspecified)	100.0	0
CCN(CC)C(=O)COc1coc(CN2CCc3ccccc3C2)cc1=O	102.0	-0.2
COc1ccc(C(=O)N2CCCc3ccccc32)cc1	101.0	0.4
COC(=O)c1c(NC(=O)COc2ccc(OC)cc2)sc2c1CCC(C)C2 (stereo unspecified)	106.0	0.6
Cc1ccc(Cn2c3ccccc3c3cn[nH]c(=O)c32)cc1	101.0	-1.2
O=C(Nc1nnnn1/N=C/c1ccccc1F)c1ccc(F)cc1	101.0	0.1
COc1ccccc1C1=NC(c2ccccc2)CN1c1ccccc1 (stereo unspecified)	104.0	0.6
O=S(=O)(NC1CCCC1)c1ccc(S(=O)(=O)N2CCN(c3ncccn3)CC2)cc1	103.0	0.2
C=CCOC(=O)C1=C(C)NC(=O)C12C(C(=O)OC)=C(N)Oc1ccccc12 (stereo unspecified)	100.0	-0.4
O=C(Nc1cccnc1)c1ccc2c(c1)[nH]c(=O)n2CCc1ccccc1	100.0	-0.4
Cc1ccc(S(=O)(=O)N2CCCCC2)cc1-n1c(C)ccc1C	100.0	-0.5
Nn1cnc2sccc2c1=O	101.0	-0.4
Cc1nn(-c2ccc(N3CCCC3)nn2)c(C)c1CCC(=O)Nc1ccccc1	111.0	0.9
COC(=O)Cc1c(C)c2ccc(OCC(=O)N(C)C)c(C)c2oc1=O	100.0	-0.1
CC(Nc1ccc(Oc2ccccc2)cc1)C(=O)N1CCCC1 (stereo unspecified)	101.0	0
N#CCNC(=O)C(Sc1ccccc1)c1ccccc1 (stereo unspecified)	98.0	-0.7
CCC(=O)c1cc(Cl)cc(Cl)c1O	102.0	0.2
CC(=O)c1ccc(NC(=O)CC2Nc3cccc4cccc(c34)NC2=O)cc1 (stereo unspecified)	98.0	-0.5
Cc1noc(C)c1CN1CCC(c2nc3ccccc3s2)CC1	106.0	0.4
CCSc1nc2ccccc2s1	102.0	-0.3
COc1cccc(CN2COc3ccc4c(C)cc(=O)oc4c3C2)c1	103.0	0.2
Cc1ccc(N(C)S(=O)(=O)c2ccc(-c3cc(C(F)(F)F)no3)s2)cc1	100.0	-0.5
COc1ccc(CNC(=O)c2cc(-c3ccc(C)c(C)c3)n[nH]2)cc1	111.0	0.6
Fc1ccccc1OCCCCSc1ncccn1	101.0	0.1
Cc1cc(C(=O)COc2ccc(-c3nnco3)cc2)c(C)n1-c1ccc2c(c1)OCCO2	101.0	-0.3

Record cards (already shown). Order of values: PV pol inh	PV pol inh FP z-score
CCC(=O)c1cc(Cl)cc(Cl)c1O across the screens: 102.0	0.2
Cc1nn(-c2ccc(N3CCCC3)nn2)c(C)c1CCC(=O)Nc1ccccc1 across the screens: 111.0	0.9
C=CCOC(=O)C1=C(C)NC(=O)C12C(C(=O)OC)=C(N)Oc1ccccc12 (stereo unspecified) across the screens: 100.0	-0.4
CCN(CC)C(=O)COc1coc(CN2CCc3ccccc3C2)cc1=O across the screens: 102.0	-0.2
CCOC(=O)c1[nH]nc(N)c1-c1cccc(OC)c1 across the screens: 100.0	-0.6

(next part)
SMILES	PV pol inh	PV pol inh FP z-score
CSC1=NC2(C)CCCCC2c2c1ccc1ccccc21 (stereo unspecified)	101.0	-0.5
O=C(COc1ccc(Nc2ccccc2)cc1)OCC(=O)N1CCCCC1	92.0	-0.8
COc1ccc(OCC(=O)N(Cc2ccc(C)o2)C2CCS(=O)(=O)C2)cc1 (stereo unspecified)	120.0	0.3
Nc1cccc(Cl)c1O	101.0	-0.5
COC(=O)c1cc(NS(=O)(=O)c2ccc3c(c2)OCCO3)ccc1Cl	106.0	0.3
CN(Cc1ccccc1)C(=O)COC(=O)c1ccc(S(=O)(=O)N(C)C)cc1	104.0	0.1
CCN(CC)S(=O)(=O)c1ccc2oc(=S)n(CN3CCCCC3)c2c1	100.0	-0.4
CCCC(=O)NCCc1nc2ccccc2n1Cc1c(F)cccc1Cl	107.0	0.5
N#CCOC(=O)c1cccnc1SCC#N	106.0	0.4
O=C(CSc1c2c(nc3ccccc13)CCCC2)NC1CCCCC1	103.0	0.5
O=C1Cc2cc(S(=O)(=O)NC3CCCC3)ccc2N1	100.0	-0.6
Cc1cc(C(=O)COC(=O)c2ccc3c(c2)NC(=O)CS3)c(C)n1Cc1cccs1	104.0	0.3
CN(C)c1ccc(/C=N/NC(=O)C2=CCN(Cc3ccccc3)CC2)cc1	99.0	0
CC(Oc1ccccc1)C(=O)Nc1ccc(C(=O)OCc2cc(=O)n3nc(C(C)C)sc3n2)cc1 (stereo unspecified)	107.0	0.2
CCN(CC)c1ccc2cc(C(N)=O)c(=Nc3ccc(F)cc3)oc2c1	104.0	0.5
N#Cc1c(C(F)(F)F)cc(-c2cccs2)nc1SCC(=O)Nc1ccccc1F	103.0	-0.2
COc1ccc(-c2oc3ncn4nc(-c5ccccc5OC)nc4c3c2-c2ccc(OC)cc2)cc1	102.0	-0.4
S=c1[nH]nc(C2(c3ccccc3)CCCC2)o1	91.0	-0.9
CN(C)S(=O)(=O)c1ccc(C(=O)OCC(=O)C(C)(C)C)cc1	104.0	0.1
CCOc1ccc(CNC(=O)c2ccc3c(c2)nc2n3CCOC2)cc1	113.0	1
Cc1ccc(Cl)c(Nc2ccccc2C(=O)O)c1Cl	102.0	0.5
c1coc(CCC2=NCCn3cccc32)c1	105.0	0.2
COc1ccccc1CNC(=O)c1ccc(N2CCCC2)c(NC(=O)NCCC(C)C)c1	101.0	-0.9
CC(C)(C)NC(=O)CN1CCN(C(=S)Nc2ccccc2F)CC1	107.0	0.6
CC1Sc2ccc(C(=O)N(C)Cc3cccnc3)cc2NC1=O (stereo unspecified)	102.0	-0.3
CCn1ccc2cc(S(=O)(=O)N3CCCN(C(=O)Nc4ccccc4C(F)(F)F)CC3)ccc21	115.0	2.1
CC(C)CCNC(=O)C1C2C(=O)N(Cc3ccccc3)CC23C=CC1(C)O3 (stereo unspecified)	102.0	0.2
O=C1/C(=C/c2ccccc2)CC/C1=C1/NCCN1C1CC(=O)N(c2cccc(F)c2)C1=O (stereo unspecified)	105.0	0.3
CS(=O)(=O)n1nc(-c2cccnc2)nc1NCc1ccccc1	101.0	0
CC1CC(C)CN(C(=O)c2ccccc2NS(=O)(=O)c2ccc(F)cc2)C1 (stereo unspecified)	102.0	0.5
N#CCn1c(COC(=O)C23CC4CC(CC(O)(C4)C2)C3)nc2ccccc2c1=O	106.0	0.7
Cc1ccc(NC(C)C(=O)N/N=C/c2ccco2)cc1 (stereo unspecified)	104.0	0.5
O=C(COC(=O)c1cccc(S(=O)(=O)N2CCCC2)c1)c1ccccc1	107.0	0.7
CCc1nc(C)cn1S(=O)(=O)c1cc(OC)ccc1OC	102.0	0.1
O=C(c1cccs1)N1CCN(S(=O)(=O)/C=C/c2ccccc2)CC1	104.0	0.2
Cc1ccccc1Nc1nc(N)nc(COC(=O)[C@@H](NC(=O)c2ccco2)C(C)C)n1	101.0	-0.1
CSc1ccccc1NC(=O)CN(C)C(=O)COc1ccc(-c2nnco2)cc1	99.0	-0.5
COc1ccc(/C=N/O)cc1OC	105.0	0.4
CCn1c(=O)c2cc(C(=O)NCc3ccc(C)o3)sc2c2ccccc21	102.0	0.5
CCN(C(=O)c1cc2c(=O)oc3ccccc3c2s1)c1cccc(C(F)(F)F)c1	104.0	0

Reformatted: 2 of the compounds above
molecule | PV pol inh | PV pol inh FP z-score
CCn1c(=O)c2cc(C(=O)NCc3ccc(C)o3)sc2c2ccccc21 | 102.0 | 0.5
O=C(COC(=O)c1cccc(S(=O)(=O)N2CCCC2)c1)c1ccccc1 | 107.0 | 0.7

Further compounds follow.
SMILES	PV pol inh	PV pol inh FP z-score
COc1cc(C(=O)/C=C/Nc2ccc(N(C)C)cc2)cc(OC)c1OC	105.0	0.9
O=C(/C=C/c1ccco1)Nc1ccc2nc3n(c(=O)c2c1)CCCC3	103.0	-0.1
CCOC(=O)c1sc(NS(=O)(=O)c2ccccc2)nc1C	103.0	0.4
COc1ccc(-c2cc(C(=O)Oc3ccc(Br)cc3)c3ccccc3n2)cc1	109.0	1.4
CCc1nn(CC(=O)Nc2cccc(C(C)=O)c2)c(=O)c2cc3sccc3n12	103.0	-1
O=C(c1cncn1-c1ccccc1)N(Cc1ccco1)Cc1cccs1	110.0	1.2
O=C(COC(=O)c1ccc(NC(=O)c2ccc(Cl)cc2)cc1)c1ccccc1	99.0	-0.9
CCOC(=O)[C@]1(C#N)[C@@H]2C=CC(C(N)=O)=CN2[C@@H](C(N)=O)[C@@H]1c1ccc(Cl)cc1	107.0	0.5
COc1ccc2ncc(C(=O)NC3CCCC3)c(Cl)c2c1	102.0	-0.3
Cc1cc(C)nc(SCC(=O)NC2=NC(=O)C(C)S2)n1 (stereo unspecified)	99.0	-0.4
O=C(O)c1ccc(CSc2nnnn2C2CCCCC2)cc1	102.0	0
COC(=O)c1ccc2c3c(cccc13)CC2	105.0	0.1
O=C(CSc1ccc(-c2ccncc2)nn1)NCCc1ccccc1	102.0	0.3
O=C(COc1ccccc1)N=Nc1c(O)[nH]c2ccccc12	100.0	-0.7
COc1cc(NC(=O)c2ccc(Br)o2)c(C(=O)O)cc1OC	103.0	0.7
O=C(Cn1cc(/C=N/n2cnnc2)c2ccccc21)Nc1ccc2c(c1)OCO2	100.0	-0.4
CNC(C)c1ccco1 (stereo unspecified)	102.0	0.1
Cc1sc2nc(SC/C=C/c3ccccc3)nc(N)c2c1C	101.0	0.1
COC(=O)c1ccccc1NC(=O)c1ccc(NC(=O)c2ccco2)cc1	101.0	0.1
COC(=O)c1ccc2c(=O)n(CCCCCC(=O)NC3CCCCC3)c(=O)[nH]c2c1	103.0	1
O=C(Nc1nc2ccccc2[nH]1)Nc1ccccc1F	105.0	0.3
O=C(c1cn(-c2ccccc2)nc1-c1cccc(Cl)c1)N1CCOCC1	100.0	-0.5
Cc1nc2cc(-c3ccccc3)nn2c(C)c1CC(=O)NCc1ccccc1	102.0	-0.4
CN1CCN(C2(CNC(=O)COc3ccc(C(C)(C)C)cc3)CCCCC2)CC1	111.0	1.1
CC1CCCC(C)N1CC(C)(C)NS(=O)(=O)c1ccccc1 (stereo unspecified)	101.0	-0.2
CC(C)C(NC(=O)c1ccccc1)C(=O)NCc1ccccn1 (stereo unspecified)	100.0	-0.4
COc1cc2c(cc1NC(=O)Cc1ccccc1)oc1ccccc12	99.0	-0.5
CC(C)Oc1ccc(CNC(=O)c2ccc(NC(=O)c3nsc4ccccc34)cc2)cc1	112.0	1.1
COc1cc(OC)cc(C(=O)Nc2ncn[nH]2)c1	104.0	0.8
CCOC(=O)c1sc(N2C(=O)c3oc4ccc(F)cc4c(=O)c3C2c2cccc(OC)c2)nc1C (stereo unspecified)	102.0	-0.4

Random excerpt: seven compounds from above.
SMILES	PV pol inh	PV pol inh FP z-score
CCOC(=O)c1sc(NS(=O)(=O)c2ccccc2)nc1C	103.0	0.4
Nn1cnc2sccc2c1=O	101.0	-0.4
CN(Cc1ccccc1)C(=O)COC(=O)c1ccc(S(=O)(=O)N(C)C)cc1	104.0	0.1
CC1CCCC(C)N1CC(C)(C)NS(=O)(=O)c1ccccc1 (stereo unspecified)	101.0	-0.2
COC(=O)c1ccccc1NC(=O)c1ccc(NC(=O)c2ccco2)cc1	101.0	0.1
COc1cc2c(cc1NC(=O)Cc1ccccc1)oc1ccccc12	99.0	-0.5
COc1cc(NC(=O)c2ccc(Br)o2)c(C(=O)O)cc1OC	103.0	0.7

Next section
SMILES	PV pol inh	PV pol inh FP z-score
CC1CC(=O)Nc2ccccc2N1C(=O)c1ccc(F)cc1F (stereo unspecified)	98.0	-0.4
CCc1ccc(CNc2nc3nc(C)c(Cc4ccccc4)c(=O)n3[nH]2)cc1	114.0	-0.1
C=CCc1ccccc1OCc1ccc(C(=O)O)cc1	100.0	-0.5
c1ccc2sc(-c3ccc4c(c3)OCCO4)nc2c1	105.0	0.3
CC1Oc2ccccc2OC1C(=O)Nc1ccccc1 (stereo unspecified)	102.0	-0.1
O=C(NCc1ccc2c(c1)OCO2)NCC1CCCC(CNC(=O)NCc2ccc3c(c2)OCO3)C1 (stereo unspecified)	103.0	-0.1
O=c1[nH]c(=O)n(-c2ccc(Cl)cc2)c(O)c1C=Nc1ccc(N2CCOCC2)cc1	96.0	-1.3
CCCCn1c(SCC(=O)NC(C)(C#N)C(C)C)nnc1C(CC)N(C)C (stereo unspecified)	108.0	0.6
